TEAD-YAP inh = TEAD-YAP interaction inhibition; HEK-TIYL cells, TEAD-Gal4/YAP UAS-luciferase luminescence; inhibition, % at 9.12 µM; 1.4% of 640,000 active; AID 1259422; in the data active = inhibition above about 32%;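 also: 0% = median of test compound wells and 100% = reference inhibitor wells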
MITF inh = inhibitors of human MITF. AlphaScreen MITF homodimerization, bead proximity signal. inhibition, % at 2.6 µM. 0.91% of 650,000 active; in the data active = inhibition above about 50%;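 also: 0% = vehicle wells with protein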
Target sequence (O75030 whole entry, looked up): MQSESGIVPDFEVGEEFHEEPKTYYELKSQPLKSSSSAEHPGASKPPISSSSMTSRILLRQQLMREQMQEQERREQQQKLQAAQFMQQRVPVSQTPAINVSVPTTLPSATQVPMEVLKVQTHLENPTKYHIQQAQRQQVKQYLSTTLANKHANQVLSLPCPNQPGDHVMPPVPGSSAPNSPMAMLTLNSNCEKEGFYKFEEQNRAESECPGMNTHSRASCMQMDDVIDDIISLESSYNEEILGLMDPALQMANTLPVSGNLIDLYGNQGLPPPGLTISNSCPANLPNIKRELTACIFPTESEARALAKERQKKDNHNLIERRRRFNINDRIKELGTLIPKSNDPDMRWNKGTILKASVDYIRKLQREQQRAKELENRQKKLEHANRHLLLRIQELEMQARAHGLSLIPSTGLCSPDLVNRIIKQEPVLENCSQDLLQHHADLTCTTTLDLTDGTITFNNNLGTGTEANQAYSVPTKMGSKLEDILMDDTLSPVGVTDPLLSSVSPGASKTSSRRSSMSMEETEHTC
FBW7 activator = activators of human E3 ligase FBW7. 0.13% of 650,000 active. AlphaScreen FBW7–phospho-cyclin E peptide binding, activator screen. Q969H0. AID 1259310. normalized activity (activation), % at 26.1 µM; in the data active = normalized activity above about 1.9%;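 also: purified mutant Fbw7 with reduced substrate affinity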
GPR151 ag = activators of human GPR151; PathHunter beta-arrestin GPR151 cells, luminescence; activation, % at 11.2 µM; 1% of 650,000 active; in the data active = activation above about 4.9%;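 also: 0% = median of compound wells and 100% = cells with positive control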
Target sequence (Q8TDV0 whole entry, looked up): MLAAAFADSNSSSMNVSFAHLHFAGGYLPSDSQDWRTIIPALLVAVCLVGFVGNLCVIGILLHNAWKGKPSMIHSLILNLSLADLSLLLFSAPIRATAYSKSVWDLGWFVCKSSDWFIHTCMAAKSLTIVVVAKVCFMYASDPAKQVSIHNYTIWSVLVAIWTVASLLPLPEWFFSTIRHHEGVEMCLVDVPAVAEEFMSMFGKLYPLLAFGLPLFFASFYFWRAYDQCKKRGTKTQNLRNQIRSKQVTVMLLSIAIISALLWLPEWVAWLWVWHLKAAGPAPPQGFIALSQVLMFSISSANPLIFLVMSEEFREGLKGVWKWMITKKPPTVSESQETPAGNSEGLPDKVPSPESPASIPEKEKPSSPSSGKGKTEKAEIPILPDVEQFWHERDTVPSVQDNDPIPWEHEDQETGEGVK
An asterisk follows results filed as active; & = joins results of further samples.

SMILES | TEAD-YAP inh | MITF inh | FBW7 activator | GPR151 ag
CCOC(=O)c1cc2c(=O)n3ccccc3nc2n(CC(C)C)c1=NC(=O)COc1ccccc1 | 2 | -9 | 0.7 | -1.9
CC(=O)Nc1ccc(/C=N/NC(=O)C(NC(=O)c2ccccc2)=C(C)C)cc1 | -15 | -4 | 0.4 | -1.2
COc1ccc(C)cc1NC(=O)CSc1nnc(C)n1-n1cccc1 | 3 | 1 | 0.0 | -1.3
Cc1nc(C)c(-c2csc(Nc3ccccc3C(F)(F)F)n2)s1 | -12 | 17 | -0.1 | 1.5
CCOc1ccc(C(=S)N2CC(C)OC(C)C2)cc1 (stereo not given) | -11 | 18 | 0.2 | 1.1
Cc1ccc(C(NC(=O)N2CCN(C)CC2)C(Cl)(Cl)Cl)cc1F (stereo not given) | 15 | 11 | 0.0 | -1.3
O=C(CN1CCCN(Cc2ccc(F)cc2Cl)C1=O)NC1CCCCCCC1 | -5 | 9 | -0.1 | -0.3
COc1ccc(C2CC(c3cccs3)=NN2C(=O)CSc2nnc(CNC(=O)c3ccccc3)n2-c2cc(C)ccc2C)cc1 (stereo not given) | 8 | -23 | -0.1 | -2.0
O=C(NC12CC3CC(CC(C3)C1)C2)C1CCN(c2ncccn2)CC1 | 7 | 16 | 0.1 | 0.2
O=C(N/N=C/c1ccc(Cl)c([N+](=O)[O-])c1)c1ccncc1 | -8 | 12 | 0.0 | -0.1
c1ccc2c(c1)sc1[n+]2CCS1 | 10 | 6 | 0.1 | 0.2
CCOC(=O)c1cnc2cc(C(F)(F)F)ccc2c1N1CCN(Cc2ccccc2)CC1 | -2 | 7 | 0.0 | 0.7

Only FBW7 activator, MITF inh and GPR151 ag (4 entries from above):
| mol | FBW7 activator | MITF inh | GPR151 ag |
| --- | --- | --- | --- |
| COc1ccc(C)cc1NC(=O)CSc1nnc(C)n1-n1cccc1 | 0.0 | 1 | -1.3 |
| Cc1nc(C)c(-c2csc(Nc3ccccc3C(F)(F)F)n2)s1 | -0.1 | 17 | 1.5 |
| CCOc1ccc(C(=S)N2CC(C)OC(C)C2)cc1 (stereo not given) | 0.2 | 18 | 1.1 |
| Cc1ccc(C(NC(=O)N2CCN(C)CC2)C(Cl)(Cl)Cl)cc1F (stereo not given) | 0.0 | 11 | -1.3 |

Going on with the list.
SMILES | TEAD-YAP inh | MITF inh | FBW7 activator | GPR151 ag
CCOc1ccccc1CN1CCNC(=O)C1CC(=O)NCCc1ccccc1F (stereo not given) | -2 | -5 | -0.1 | 2.6
Cc1cncc(NC(=O)c2cc(N3CCOCC3)cc(-n3cc(NC(=O)Cc4ccccc4)cn3)c2)c1 | 40* | 17 | 0.1 | -0.4
COc1cccc(CC(C2CCN(C(=O)C3CCOC3)CC2)N(C)C(=O)CCSC)c1 (stereo not given) | -6 | -3 | 0.0 | -1.1
N#C/C(=C(/O)c1ccc(Br)cc1)c1nc2ccccc2c(=O)[nH]1 | -34 | -7 | -0.1 | -1.5
CCN=C1SC(CC(=O)Nc2sc3c(c2C(=O)OC)CCCC3)C(=O)N1CC (stereo not given) | 0&12 | -10&2 | 0.0&-0.1 | 0.7&0.0
CCOc1nc(CC)nc(NC(=O)NS(=O)(=O)c2ccccc2C(=O)OC)n1 | -8 | 2 | 0.0 | -0.4
CC(=O)CSc1nc(-c2cccc([N+](=O)[O-])c2)nc2c1c(=O)n(C)c(=O)n2C | 6 | -11 | 0.7 | 0.4
COc1cccc(C(=O)CC(=O)C(=O)Nc2ccccc2Br)c1 | 3 | 1 | 0.0 | -1.3
OC(CCc1ccccc1)c1ccc2c(c1)CN(Cc1ccncc1)CCO2 (stereo not given) | -16 | -1 | -0.1 | 1.2
CC1(C)CCCC2=C1CC(C(=O)O)C(C(=O)N1CCc3ccccc31)C2 (stereo not given) | -7 | 4 | -0.1 | -0.4
Cc1ccc(N(C(=O)C(C)Oc2ccccc2)C2C=CS(=O)(=O)C2)cc1 (stereo not given) | -1 | -4 | 0.0 | 0.4
COc1cc(/C=C/C(=O)O)cc(S(=O)(=O)N2CCOCC2)c1OC | -1 | -7 | -0.1 | -1.3

Brought forward from above: 2 entries, followed by the next part.
SMILES | TEAD-YAP inh | MITF inh | FBW7 activator | GPR151 ag
Cc1ccc(N(C(=O)C(C)Oc2ccccc2)C2C=CS(=O)(=O)C2)cc1 (stereo not given) | -1 | -4 | 0.0 | 0.4
COc1cc(/C=C/C(=O)O)cc(S(=O)(=O)N2CCOCC2)c1OC | -1 | -7 | -0.1 | -1.3
O=C(NC1CCCCCC1)C(Cc1c[nH]c2ccccc12)NC(=O)C(c1ccccc1)c1ccccc1 (stereo not given) | 5 | 12 | -0.1 | -1.1
CC(=O)N1CC[C@H]2[C@H](CCCN2C(=O)c2cc(-c3ccccc3)no2)C1 | -12 | -3 | -0.1 | 0.6
O=C(Nc1sc2c(c1-c1nc3ccccc3s1)CCCC2)c1sc2ccccc2c1Cl | 2 | -7 | -0.1 | -0.3
CN(C)S(=O)(=O)c1ccc2oc(SCC(N)=O)nc2c1 | -1 | 9 | 0.3 | -1.8
Cc1cccc(OCC(=O)NC2CCS(=O)(=O)C2)c1C (stereo not given) | 1 | -4 | 0.0 | -1.1
NC(=O)CSc1nnc(Cc2cccc3ccccc23)n1N | 9 | -3 | -0.1 | 0.7
O=C1C2CCCCC2C(=O)N1c1cccc([N+](=O)[O-])c1 (stereo not given) | 1 | 0 | 0.1 | 1.5
COc1ccc(C(=O)COC(=O)CCC(=O)Nc2cccc([N+](=O)[O-])c2)cc1 | 13 | 7 | 0.0 | -0.6
O=C1NC2(CCN(C(=O)c3cccc4cccnc34)CC2)Nc2ccccc21 | -1 | 2 | 0.0 | 0.5
Cc1ccc2oc(-c3cc(NC(=O)c4cc([N+](=O)[O-])ccc4Cl)ccc3O)nc2c1 | 6 | 10 | 0.2 | -0.7
Cc1cnc(C(=O)Nc2ccccc2-c2nnn(CC(=O)NC3CCCC3)n2)cn1 | -5 | -22 | 0.2 | 0.0
CC(=O)Nc1nnc(S(N)(=O)=O)s1 | 8&-4 | 20&10&10&-1 | 0.7&-0.1&0.0&0.0 | -0.1&0.5&-0.7&-0.3
CCCCCn1c2ccccc2c2nc3ccccc3nc21 | -5 | -9 | 0.7 | 0.9
CCOC(=O)CC(=O)CSc1nc(C)c2ccc(C)cc2n1 | -21 | 18 | 1.2 | -0.3
Cc1ccccc1NC(=O)Nc1ccnn1C1CCN(Cc2cccc3c2OCO3)CC1 | -16 | 2 | 0.0 | 1.2
COc1c(Br)cc2c(C)c(C(=O)N3CCOCC3)oc2c1Br | 2 | 19 | 0.1 | 3.5
O=C(CN1C(=O)C2C3c4ccccc4C(c4ccccc43)C2C1=O)OC1CCCCC1 (stereo not given) | 13 | 5 | 0.4 | -0.3
COc1ccc2c(c1)=C(c1sc(N)nc1O)C(=O)N=2 | 7 | -47 | -0.2 | 0.2
N#CCCn1cc(/C=C(\C#N)c2nnc3n2CCCCC3)c(-c2ccccc2)n1 | 0 | 2 | 0.1 | -1.6
CCOc1ccc(C(=O)Nc2ccc(-c3nc4ccc(C)cc4o3)cc2)cc1 | -6 | 4 | -0.1 | 1.2
Nc1cc(=O)nc(SCC(=O)Nc2nc3c(s2)CCCC3)n1-c1ccccc1 | -1 | -4 | -0.1 | 0.2
O=C(NCCC1=CCCCC1)C(=O)NC1CCCC1 | -24 | -11 | 0.1 | -0.7
C/C=C1\NC(=S)N(Cc2ccccc2)C1=O | -1 | -7 | -0.2 | -0.5
Cc1cc2c(c(C)c1C)CC(C)(C)N=C2/C(=N\O)C(N)=O | -1 | 6 | 0.0 | -0.3

Given with two lines to a compound: 6 of the compounds above
Results follow in this order: TEAD-YAP inh | MITF inh | FBW7 activator | GPR151 ag
- Cc1ccccc1NC(=O)Nc1ccnn1C1CCN(Cc2cccc3c2OCO3)CC1
→ -16 | 2 | 0.0 | 1.2
- COc1c(Br)cc2c(C)c(C(=O)N3CCOCC3)oc2c1Br
→ 2 | 19 | 0.1 | 3.5
- O=C(CN1C(=O)C2C3c4ccccc4C(c4ccccc43)C2C1=O)OC1CCCCC1 (stereo not given)
→ 13 | 5 | 0.4 | -0.3
- COc1ccc2c(c1)=C(c1sc(N)nc1O)C(=O)N=2
→ 7 | -47 | -0.2 | 0.2
- N#CCCn1cc(/C=C(\C#N)c2nnc3n2CCCCC3)c(-c2ccccc2)n1
→ 0 | 2 | 0.1 | -1.6
- CCOc1ccc(C(=O)Nc2ccc(-c3nc4ccc(C)cc4o3)cc2)cc1
→ -6 | 4 | -0.1 | 1.2

Next section
SMILES | TEAD-YAP inh | MITF inh | FBW7 activator | GPR151 ag
CC1CC(=O)Nc2ccccc2N1C(=O)c1cccc(C(F)(F)F)c1 (stereo not given) | 2 | -10 | 0.0 | 1.8
CCC1(C)NC(=O)N(/N=C/c2cc(Br)ccc2OC)C1=O (stereo not given) | 1 | -4 | -0.2 | 0.8
COc1ccccc1CN(Cc1cc2cccc(C)c2n2nnnc12)C(=O)c1ccncc1 | 34* | -1 | -0.1 | 0.2
CCCc1cc(=O)[nH]c(=S)[nH]1 | -10 | 13&-7&-5 | 0.0&0.0&0.0 | -0.8&-1.3&0.8
CC(C)OCCCNC(=O)c1ccc(CSc2nc3ccncc3[nH]2)cc1 | 18 | 4 | 0.2 | 0.4
CCCCOc1ccc(N2C(=O)CC(N3CCN(Cc4ccc(Cl)cc4)CC3)C2=O)cc1 (stereo not given) | 9 | -7 | -0.1 | 0.6
O=C(Nc1ccc(F)c(F)c1)c1ccccc1I | -18 | -3 | 0.1 | 0.4
CCOC(=O)c1ccccc1NC(=O)/C(C#N)=C/c1ccc(C)o1 | -11 | 17 | 0.6 | -0.8
COC(=O)c1cccc(OCC(O)CNCC(C)O)c1 (stereo not given) | 3 | 40 | -0.1 | 0.6
Cc1cc(NC(=O)CCCn2nc([N+](=O)[O-])cc2C)no1 | -6 | 10 | 0.2 | -0.3
COc1cc(C2/C(=C(/O)c3ccc(C)cc3)C(=O)C(=O)N2CCC(=O)O)ccc1O (stereo not given) | -10 | -8 | -0.4 | -2.5
C=CCSc1nnc(Cn2c(=O)sc3ccccc32)n1CCc1ccccc1 | -1 | -11 | -0.3 | 0.0
COC(=O)c1c(C)oc2ccc(N(C(=O)Oc3ccccc3)S(=O)(=O)c3ccc(C)cc3)cc12 | 0 | -7 | 0.1 | 1.1
O=S(=O)(Nc1ncccn1)c1ccc(NC(=S)N2CCC3(CC2)OCCO3)cc1 | -9 | 8 | -0.1 | -1.8
Cc1c(C(=O)N(C)C2CCCCC2)sc2ncnc(N3CCN(c4ccccc4F)CC3)c12 | 2 | 10 | -0.2 | 0.5
CCN1C(=O)C(O)(CC(=O)c2ccc(OC)c(OC)c2)c2ccccc21 (stereo not given) | -10 | 10 | 0.1 | 1.7
CC(=O)c1cccc(-c2nc(NCCOc3ccccc3)c3ncn(C(C)C)c3n2)c1 | 22 | 6 | -0.1 | -1.1
CCOC(=O)CSCC(=O)Nc1cc(C)ccc1C | 8 | -5 | 0.4 | -0.7
Cn1c(SCC(N)=O)nnc1C1CC1 | -3 | 1 | 0.0 | -0.9
Cc1sc(NC(=O)/C=C/c2ccc(Cl)cc2)c(C(N)=O)c1C | -40 | -4 | 0.3 | 0.6
CN(C)CCCN(C(=O)c1ccco1)c1nc(-c2ccc(F)cc2)cs1 | -8 | 9 | -0.1 | 0.2
O=[N+]([O-])c1ccc2c(c1)CN(Cc1ccccc1)CO2 | -8 | -3 | -0.1 | 1.9
C1C/C(=N\N=C2/CCCc3nonc32)c2nonc2C1 | -9 | -2 | -0.1 | -0.1
